Screening results from PubChem.
M1 antag = blocks human M1 muscarinic receptor; CHO-K1 hM1, Fluo-8 calcium fluorescence, ACh EC80 antagonist; inhibition, % at 3 µM; 1.3% of 360,000 active; AID 588852;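 active = percent inhibition above its own plate's cutoff, namely the mean of that plate's compound wells plus 3 SD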;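 note: peak over basal fluorescence ratio during 140 s after agonist addition; 0% = ACh EC80 plus DMSO and 100% = DMSO alone without agonist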
M1 PAM = positive allosteric modulators of human M1 muscarinic receptor | CHO-K1 hM1, Fluo-8 calcium fluorescence, ACh EC20; 0% = ACh EC20, 100% = maximal ACh | activation, % at 3 µM | 0.088% of 360,000 active | AID 588819 | P11229; in the data active = activation above about 19%, passing the limit was not always enough
OXTR potentiate = human OXTR potentiation. P30559. CHO-OTR cells, Fluo-8 calcium fluorescence, potentiator mode; 0% = oxytocin EC15, 100% = EC100. activation, % at 3 µM. 0.061% of 320,000 active;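 active = activation above that plate's cutoff, the mean activation of tested compounds plus 3 SD, cut at about 6.6% in these data, passing the limit was not always enough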;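 note: 100% uses oxytocin at 75 nM as the full agonist control; some results filed as inactive read as strong as hits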
Target sequence (P30559 whole entry, looked up): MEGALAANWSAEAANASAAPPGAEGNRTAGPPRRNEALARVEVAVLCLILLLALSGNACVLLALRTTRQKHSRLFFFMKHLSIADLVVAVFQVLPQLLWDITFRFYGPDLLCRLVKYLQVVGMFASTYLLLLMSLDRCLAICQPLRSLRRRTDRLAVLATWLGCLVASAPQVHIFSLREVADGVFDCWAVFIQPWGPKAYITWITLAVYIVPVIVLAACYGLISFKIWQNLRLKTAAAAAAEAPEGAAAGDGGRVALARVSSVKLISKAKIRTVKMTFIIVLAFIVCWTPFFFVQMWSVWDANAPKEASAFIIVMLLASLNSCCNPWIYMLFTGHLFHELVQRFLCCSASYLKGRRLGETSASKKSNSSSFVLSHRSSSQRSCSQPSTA
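Material: human OTR in CHO cells. Compound: 3.0 µM, one dose. Timing: compound 6 min at room temperature before oxytocin, 100 s read. Evaluation: % activation of max/min ratio relative to oxytocin controls. Replication: single well per compound, singlicate. Signal: Fluo-8 calcium dye fluorescence.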
CHO-K1 Ca antag = counter-screen for M1 antagonists: effect in parental CHO-K1 cells. 0.6% of 360,000 active. inhibition, % at 3 µM. ATP-induced calcium, Fluo-8 fluorescence;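 active = inhibition above a per-plate cutoff, the plate's mean sample inhibition plus 3 SD, cut at about 24% in these data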;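 note: 0% = DMSO plus EC80 ATP and 100% = DMSO alone without ATP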
CHO parental Ca = counter-screen for OX1R antagonists: effect in parental CHO cells. AID 463079. parental CHO-K1, ATP-induced calcium, Fluo-8 fluorescence. inhibition, % at 5.6 µM. 0.63% of 330,000 active;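 active = inhibition above that plate's mean sample inhibition plus 3 SD, cut at about 26% in these data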;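 note: 0% = ATP-challenged DMSO wells and 100% = DMSO wells without ATP; some compounds past the cut are filed as inactive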
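Assay system – parental CHO cells · Reagent – ATP stimulus · Detection – intracellular calcium via Fluo-8 no-wash fluorescent dye · Evaluation – percent inhibition of ATP-evoked calcium rise, normalized to controls · Controls – ATP wells versus no-ATP DMSO wells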
M1 ag parental = M1 agonist counterscreen hit in parental CHO-K1 cells. Fluo-8 calcium fluorescence; scaled to maximal ATP response, vehicle zero. 0.48% of 360,000 active. activation, % at 3 µM. AID 602248; in the data active = activation above about 15%;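 note: untransfected CHO-K1 host cells lacking M1 receptor as counterscreen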
M4 ag = CHRM4 agonism in calcium assay; 0.14% of 360,000 active; P08173; AID 624127; activation, % at 3 µM; CHO-K1 hM4/Gqi5, Fluo-8 calcium fluorescence; vehicle 0%, full acetylcholine response 100%;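 active = activation above the run mean over all test wells plus 3 SD, cut at about 32% in these data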;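 note: peak over basal fluorescence ratio per well then scaled between controls; 0% = DMSO wells and 100% = acetylcholine at EC100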
Target sequence (P08173 whole entry, looked up): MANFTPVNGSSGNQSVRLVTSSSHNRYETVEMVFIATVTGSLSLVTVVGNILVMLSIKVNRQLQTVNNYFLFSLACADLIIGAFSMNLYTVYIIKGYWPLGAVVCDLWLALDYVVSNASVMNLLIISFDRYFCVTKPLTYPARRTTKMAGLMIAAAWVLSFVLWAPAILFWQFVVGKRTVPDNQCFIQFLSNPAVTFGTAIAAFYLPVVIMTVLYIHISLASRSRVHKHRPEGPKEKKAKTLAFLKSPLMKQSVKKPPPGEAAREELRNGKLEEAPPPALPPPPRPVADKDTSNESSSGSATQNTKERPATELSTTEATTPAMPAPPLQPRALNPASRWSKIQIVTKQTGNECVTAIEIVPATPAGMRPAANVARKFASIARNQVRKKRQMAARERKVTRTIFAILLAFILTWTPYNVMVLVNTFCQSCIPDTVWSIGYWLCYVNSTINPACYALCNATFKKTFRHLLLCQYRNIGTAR
M4 antag = blocks acetylcholine activation of human M4 receptor. CHO-hM4 cells, ACh EC80, Fluo-8 calcium fluorescence. inhibition, % at 3 µM. 0.73% of 360,000 active;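 active = inhibition above its plate's cutoff, the mean inhibition of sample wells plus 3 SD, cut at about 27% in these data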;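 note: 0% = acetylcholine EC80 with DMSO and 100% = DMSO without agonist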
M1 ag = agonists of human M1 muscarinic receptor; CHO-K1 hM1, Fluo-8 calcium fluorescence, agonist mode; 0% DMSO, 100% acetylcholine EC100; 0.33% of 360,000 active; P11229; activation, % at 3 µM;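 active = activation above the run's mean compound activation plus 3 SD, cut at about 16% in these data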;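 note: peak over basal fluorescence ratio within a 140 s kinetic read after compound addition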
* = called active by the depositor; . = no result given. Not a hit list. Share with any hit: about 2.9%.

#	SMILES	M4 antag	M4 ag	M1 PAM	CHO parental Ca	OXTR potentiate	M1 ag	M1 antag	CHO-K1 Ca antag	M1 ag parental
1	O=C(Cc1n[nH]c(=O)c2ccccc12)OCc1c(Cl)cccc1Cl	-6	1	18	12	-4	1	-21	-20	1.5
2	CCOC(=O)c1sc(NC(=O)C(C)C)c(C#N)c1C	3	1	5	-7	-6	-5	-2	-15	0.5
3	C/C=C/c1cccc(-c2nc(C(=O)NC3Cc4ccccc4C3)cc3c2[C@@H](CCO)N(C(C)=O)C3)c1	-3	2	.	.	.	.	.	-14	0.0
4	c1ccc(-n2nnnc2Oc2ccc(-c3nnco3)cc2)cc1	9	1	4	-1	-1	-3	-3	-8	0.3
5	O=C(CSc1nccc2ccccc12)N1CCN(Cc2ccc3c(c2)OCO3)CC1	0	3	1	7	-6	-3	-14	-13	1.8
6	CC1Cc2cc(/C(O)=C3/C(=O)C(=O)N(Cc4ccco4)C3c3cccs3)ccc2O1 (stereo not given)	-4	0	10	-12	-14	-2	-13	10	0.2
7	Cc1c(C(c2cccs2)c2c(C)n(C)n(-c3ccccc3)c2=O)c(=O)n(-c2ccccc2)n1C	-4	1	3	-22	-5	-8	-6	-6	0.6
8	CCn1cc(C(=O)NC2CCCc3c2cnn3-c2cccc(C)c2C)cn1 (stereo not given)	21	13	-8	54*	-15	3	31*	25*	14

One compound at a time, from the list above. Order of screens: M4 antag, M4 ag, M1 PAM, CHO parental Ca, OXTR potentiate, M1 ag, M1 antag, CHO-K1 Ca antag, M1 ag parental
CCOC(=O)c1sc(NC(=O)C(C)C)c(C#N)c1C reads 3, 1, 5, -7, -6, -5, -2, -15, 0.5
C/C=C/c1cccc(-c2nc(C(=O)NC3Cc4ccccc4C3)cc3c2[C@@H](CCO)N(C(C)=O)C3)c1 reads -3, 2, ., ., ., ., ., -14, 0.0

(continued)
#	SMILES	M4 antag	M4 ag	M1 PAM	CHO parental Ca	OXTR potentiate	M1 ag	M1 antag	CHO-K1 Ca antag	M1 ag parental
9	CCn1cc([N+](=O)[O-])c(C(=O)Nc2nc(-c3ccc(C)c(C)c3)c(C)s2)n1	1	1	6	-6	-5	-3	-3	-6	0.3
10	COc1ccc(CNC(=O)COC(=O)C2CC3C=CC2C3)cc1 (stereo not given)	0	2	3	-13	0	-4	-1	1	0.4
11	Cc1nnsc1C(=O)N1CCC(C(=O)c2ccccc2)CC1	-7	1	11	15	-4	-4	-20	-6	1.1
12	Cc1ccc(Cn2cc(CN3CC(N4CCN(Cc5ccccc5F)CC4)CS3(=O)=O)nn2)cc1 (stereo not given)	-9	3	.	.	.	.	.	12	1.6
13	COc1ccc(CCn2c(C)cc(C(=O)COC(=O)c3ccc(O)cc3O)c2C)cc1	14	8	-17	.	.	0	20	0	5.4
14	O=C(COc1ccc(F)cc1)N(Cc1cccs1)C1CCS(=O)(=O)C1 (stereo not given)	0	1	2	4	1	-2	-2	-12	0.5
15	Cc1cc(C)c(C#N)c(N2CCN(Cc3ccc4c(c3)OCO4)CC2)n1	-4	0	-8	-34	6	-7	11	-11	0.7
16	CCC(NC(=O)CC[C@H]1O[C@@H](n2cc(C)c(=O)[nH]c2=O)C[C@@H]1O)c1ccccc1 (stereo not given in full)	-14	0	6	-7	.	1	-9	6	0.7
17	Cn1c2nc(=O)n(-c3ccccc3)c(=O)c-2nc2c1CCCC2	-1	4	4	.	.	1	-11	0	3.9
18	Fc1ccc(Cn2nnc(-c3ccc(Cl)cc3)n2)cc1	-7	1	-5	-6	-7	-2	-10	-11	0.9
19	CCOCCCNCC(=O)Nc1cc(S(=O)(=O)N2CCOCC2)ccc1N1CCOCC1	0	2	1	0	5	-5	3	-12	0.3
20	CCCCNC(=O)Cn1cnc2sc(C)c(S(=O)(=O)N3CCN(c4ccccc4OC)CC3)c2c1=O	-19	2	12	-8	-1	2	-12	-17	1.0
21	CCC1CCCCN1CCCNC(=O)c1ccc2c(c1)NC(=O)CN2C (stereo not given)	-6	1	-8	-7	-4	-6	28	11	-0.3
22	O=C(c1cc([N+](=O)[O-])ccc1Cl)N1CCN(c2ccc([N+](=O)[O-])cc2)CC1	-5	12	-17	-4	-14	-8	15	-9	8.5
23	O=C(CSc1nnc2ccc(-c3ccccn3)nn12)NCCc1ccccc1	-11	1	3	-13	-10	-2	-5	-3	0.1
24	CCC(=O)N1CCc2cc(S(=O)(=O)CCC(=O)NCCc3ccccc3)ccc21	-9	3	9	-7	-20	-3	-16	-18	1.8

Some of these compounds in order of count of non-hydrogen atoms, smallest number first:
#	SMILES	M4 antag	M4 ag	M1 PAM	CHO parental Ca	OXTR potentiate	M1 ag	M1 antag	CHO-K1 Ca antag	M1 ag parental
18	Fc1ccc(Cn2nnc(-c3ccc(Cl)cc3)n2)cc1	-7	1	-5	-6	-7	-2	-10	-11	0.9
9	CCn1cc([N+](=O)[O-])c(C(=O)Nc2nc(-c3ccc(C)c(C)c3)c(C)s2)n1	1	1	6	-6	-5	-3	-3	-6	0.3
23	O=C(CSc1nnc2ccc(-c3ccccn3)nn12)NCCc1ccccc1	-11	1	3	-13	-10	-2	-5	-3	0.1
5	O=C(CSc1nccc2ccccc12)N1CCN(Cc2ccc3c(c2)OCO3)CC1	0	3	1	7	-6	-3	-14	-13	1.8
19	CCOCCCNCC(=O)Nc1cc(S(=O)(=O)N2CCOCC2)ccc1N1CCOCC1	0	2	1	0	5	-5	3	-12	0.3
7	Cc1c(C(c2cccs2)c2c(C)n(C)n(-c3ccccc3)c2=O)c(=O)n(-c2ccccc2)n1C	-4	1	3	-22	-5	-8	-6	-6	0.6
3	C/C=C/c1cccc(-c2nc(C(=O)NC3Cc4ccccc4C3)cc3c2[C@@H](CCO)N(C(C)=O)C3)c1	-3	2	.	.	.	.	.	-14	0.0

Other structures.
#	SMILES	M4 antag	M4 ag	M1 PAM	CHO parental Ca	OXTR potentiate	M1 ag	M1 antag	CHO-K1 Ca antag	M1 ag parental
25	O=C(NCCNC(=O)c1ccccc1F)c1ccco1	7	0	3	-16	-4	-4	3	15	0.6
26	CCOC(=O)[C@@H]1[C@H]2COc3ccc(Br)cc3[C@H]2N2C(=O)N(c3ccc(Br)cc3)C(=O)[C@]12C	13	1	10	-18	-3	-3	-12	-7	0.4
27	CC(Oc1ccc2ccc(=O)oc2c1)C(=O)NCCCn1ccnc1 (stereo not given)	5	0	8	-4	-11	-2	-10	-9	0.5
28	O=C1NC[C@H](CCCCN2C[C@H](Cc3ccccc3)N(CC3CCCCC3)C(=O)C2=O)N(CCc2ccccc2)C1=O	-11	1	.	.	.	.	.	6	-0.1
29	Cn1cc(CN2CCN(Cc3cccnc3)CC2)c(-c2ccc3c(c2)OCCO3)n1	11	1	2	1	-25	-6	-3	-4	-0.1
30	O=C(COc1ccccc1-c1ccccc1)N/N=C/c1ccc2ccccc2c1	5	0	1	12	-5	-5	-2	-8	3.1
31	Cc1ccc(NC(=O)CSc2nc3ncc(Br)cc3[nH]2)cc1C	9	0	-2	-21	-6	-2	8	-9	0.8
32	Cc1cc(C)nc(N2CCCC(C(=O)NC(C)C)C2)n1 (stereo not given)	-6	1	0	-17	-13	-5	7	-2	0.2
33	COC(=O)c1cc(C)sc1NC(=O)CCc1ccccc1	-15	-1	2	-32	-23	-3	-3	1	-0.2
34	C/C(=N/NC(=O)CNC(=O)c1ccc2c(c1)OCO2)c1ccc2c(c1)CCCC2	7	-1	8	-11	-5	-3	4	25*	-1.3
35	COc1ccc(N(CC(=O)N2CCN(c3ccc(F)cc3)CC2)S(=O)(=O)c2c(C)n[nH]c2C)cc1	-5	3	4	-18	-33	-6	-5	0	0.6
36	COc1ccc(C(=O)NCC(=O)N/N=C/C(C)=C/c2ccccc2)cc1OC	-2	1	5	-11	-2	-4	1	8	-0.3
37	Cc1c(N2C(=O)c3cccc4cccc(c34)C2=O)cnn1C	-2	0	9	-23	6	-3	-13	9	0.2
38	O=C(CCC(=O)OCc1ccc(Cl)cc1)Nc1ccccc1	3	1	0	-5	0	-9	-4	-9	0.5
39	Cc1cccc(COCC(Cc2ccccc2)N2CCN(C(=O)c3cccc(C)c3)CCC2=O)c1 (stereo not given)	-4	8	-8	-26	-9	-6	9	3	0.1
40	Cc1nn(-c2ncc(C(F)(F)F)cc2Cl)c(=O)n1-c1ccccc1	-2	1	9	5	-14	-3	-6	11	0.2
41	O=C(NCCN1CCOCC1)c1ccc(CS(=O)(=O)c2c(Cl)cccc2Cl)o1	-35	1	13	-14	2	-3	-22	-8	-0.4
42	COc1ccc2oc(=O)c(C(=O)OCc3ccccc3)cc2c1	3	1	0	-13	-8	-3	3	-20	-0.4
43	COCCCNC(=O)CC1C[C@H](C(=O)N2CCOCC2)[C@@]2(C)c3[nH]c4ccccc4c3CCN2C1=O (stereo not given in full)	-2	0	-12	-14	-2	-1	14	6	-0.6
44	CCCCNC(=S)N1CCN(c2ccc(C(C)=O)cc2)CC1	9	9	3	18	-17	2	-8	-3	9.6
45	CCC(C)(C)n1nnnc1C(c1ccc(OC)c(OC)c1)N1CCN(C(=O)c2ccco2)CC1 (stereo not given)	-8	3	5	-7	-5	0	-6	-10	0.2
46	COc1cccc(OC)c1C(=O)NC(=S)Nc1cccc(NC(=O)c2ccco2)c1	-1	9	-2	-17	4	1	-2	5	3.7
47	CCC(C)(C)C1CCc2[nH]nc(C(=O)NCc3ccc(OC)cc3)c2C1 (stereo not given)	11	-1	-15	-38	-3	-11	8	-10	-0.3
48	S=c1[nH]nc(-c2ccc(Cl)cc2Cl)n1-c1ccccc1	-3	0	13	-8	-11	-3	-17	17	-0.4
49	O=C1NCCCC1C(=O)N1CCN(C(c2ccccc2)c2ccccc2)CC1 (stereo not given)	-10	2	0	-5	0	-10	2	-11	0.2
50	O=C(O)Cc1n[nH]c(=O)c2ccccc12	-15	1	8	-8	-2	-4	-16	-8	0.6
51	COc1c(C(=O)Nc2ccccc2N2CCOCC2)cc2ccccc2c1Br	-12	0	2	-37	-12	-1	4	-6	0.3
52	CN(C)c1cccc(NC(=O)c2cccc3ccccc23)c1	6	2	18	-11	-14	-4	-16	-5	0.6
53	Cc1ccc(S(=O)(=O)N2CCOCC2)cc1NC(=O)CSc1ncccn1	-6	1	10	-1	-3	0	-11	4	2.3
54	FC(F)(F)c1cc(-c2ccccc2)nc(N2CCOCC2)n1	-2	0	3	-17	-4	-2	-24	-6	0.0
55	CC1(C)Oc2ccc3ccc(=O)oc3c2/C(=C/NNC(N)=O)C1=O	10	0	6	-3	-5	-3	-16	-6	1.3
56	CC(C)(C)C1=NN(c2ccc([N+](=O)[O-])cc2)C(c2ccccc2)C1 (stereo not given)	4	-2	-18	-16	-3	-7	20	1	-0.4

Filtered by structure, the entries above containing a CF3 group (2)
#	SMILES	M4 antag	M4 ag	M1 PAM	CHO parental Ca	OXTR potentiate	M1 ag	M1 antag	CHO-K1 Ca antag	M1 ag parental
40	Cc1nn(-c2ncc(C(F)(F)F)cc2Cl)c(=O)n1-c1ccccc1	-2	1	9	5	-14	-3	-6	11	0.2
54	FC(F)(F)c1cc(-c2ccccc2)nc(N2CCOCC2)n1	-2	0	3	-17	-4	-2	-24	-6	0.0
